Source: PubChem BioAssay
DRD3 agonist: qHTS of D3 Dopamine Receptor Agonist: qHTS. D3R DiscoveRx beta-arrestin cells, luminescence, 90 min. 0.58% of 410,000 active. D(3) dopamine receptor (Homo sapiens), P35462. AID 652048, 2013. max activation, %; in the data active means max activation above about 30%; further: 0% is about no effect; mostly tested at two doses, the higher about 12 µM
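Agonist mode: compounds and dopamine controls were applied to plated cells for 90 min at 37 degrees C after an overnight attachment at 1500 cells/well. Luminescent read-out followed 30 - 60 minutes at room temperature with DiscoveRx detection reagent.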
aSyn yeast inh: qHTS of alpha-syn Inhibitors. Yeast expressing alpha-synuclein, growth rescue, BacTiter-Glo, 24 h. Potency, µM (titrated, usually from 46.1 µM), for the others: at the highest dose growth rescue (activation), actives largely listed as activators. 0.14% of 370,000 active. AID 652106, 2013; further: potency means the concentration at half of the fitted maximal effect; % of control where 0% means no effect; nearly all actives have a fitted effect of over 65% in size
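Galactose-induced alpha-syn yeast (OD600=0.02, raffinose-pregrown) + pinned cpd, 24 hr, 30 deg C; growth by BacTiter-Glo luminescence. Growth restoration scores as activation.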
GLP1R inv ag: qHTS of GLP-1 Receptor Inverse Agonists (Inhibition Mode); Glucagon-like peptide 1 receptor (Homo sapiens), P43220; HEK293 GLP-1R CRE-luciferase, luminescence, 24 h; GLP-1R form is constitutively active; Potency, µM (doses to about 38.3 µM), without a hit: top-dose activity change, negative = inhibition, usual class: inhibitors; 1.6% of 410,000 active; AID 624417, 2012; further: potency means the concentration at half of the fitted maximal effect; on the % scale 0 is the no-effect control and ±100 the full control effect; nearly all actives have a fitted effect of over 55% in size
Target sequence (P43220 whole entry, looked up): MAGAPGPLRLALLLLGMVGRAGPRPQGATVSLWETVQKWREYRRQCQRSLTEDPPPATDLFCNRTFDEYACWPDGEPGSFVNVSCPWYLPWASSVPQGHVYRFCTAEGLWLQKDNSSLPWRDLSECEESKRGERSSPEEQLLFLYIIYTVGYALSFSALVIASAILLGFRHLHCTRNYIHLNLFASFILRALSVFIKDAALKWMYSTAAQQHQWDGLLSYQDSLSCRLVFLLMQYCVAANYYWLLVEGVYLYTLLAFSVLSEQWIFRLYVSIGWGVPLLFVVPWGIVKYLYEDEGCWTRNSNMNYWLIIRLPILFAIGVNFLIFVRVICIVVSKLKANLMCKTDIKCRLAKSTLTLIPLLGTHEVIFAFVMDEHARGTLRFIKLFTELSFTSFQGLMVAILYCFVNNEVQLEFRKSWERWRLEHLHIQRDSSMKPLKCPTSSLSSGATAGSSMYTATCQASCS
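Luminescence readout: a drop in cAMP-driven luciferase signal flags inverse agonism at a constitutively active GLP-1R stably expressed in HEK293. Compound exposure lasted 24 hr at 37 deg C, 5% CO2.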
GLP-1R agonist: qHTS of GLP-1 Receptor Agonists. HEK293 GLP-1R CRE-luciferase, luminescence, 4-6 h; cells express a hypersensitive GLP-1R form. Potency, µM (series often up to 45.6 µM), without a hit: top-dose activation, most hits filed as activators. 0.007% of 380,000 active. Glucagon-like peptide 1 receptor (Homo sapiens), P43220; further: potency means the concentration at half of the fitted maximal effect; % of control where 0% means no effect
GLP1R cytotox: qHTS of GLP-1 Receptor Inverse Agonists: Cytotox Screen; Potency, µM (top dose mostly 38.3 µM), inactives show top-dose activity change, negative = inhibition, most hits filed as inhibitors; 0.13% of 410,000 active; HEK293 cAMP-luciferase reporter cells, luminescence, 24 h; AID 624418, 2012;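 further: loss of luciferase light is scored as toxicity; potency means the concentration at half of the fitted maximal effect; on the % scale 0 is the no-effect control and ±100 the full control effect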
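1536-well qHTS counterscreen of the MLSMR; 200 cells/uL, 12 h pre-incubation, 23 nL cpd, 24 h at 37 deg C 5% CO2, luciferase detection reagent, 12 min RT, luminescence. Inhibition = undesired.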
TDP43 rescue: qHTS of TDP-43 Inhibitors; TDP-43 expressing yeast growth rescue, BacTiter-Glo, 24 h; Potency, µM (series often up to 46.1 µM), without a hit: at the top dose growth rescue (activation), actives largely listed as activators; 1.8% of 410,000 active; AID 652104, 2013; further: potency means the concentration at half of the fitted maximal effect; % of control where 0% means no effect; nearly all actives have a fitted effect of over 50% in size
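In this qHTS, compounds that restore growth of yeast expressing TDP-43 appear as activators. Cells (OD600=0.02, galactose medium, raffinose-pregrown) are incubated with compound 24 hr at 30 deg C and growth is quantified by BacTiter-Glo.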
D3 antag: qHTS of D3 Dopamine Receptor Antagonist: qHTS. D(3) dopamine receptor (Homo sapiens), P35462. D3R cells, DiscoveRx beta-arrestin luminescence, antagonist mode; stronger effect = lower value. max response, negative = inhibition, %. 2.5% of 360,000 active; in the data active means max response below about -50%; inconclusive means no clear call, values can overlap the other calls; further: on the % scale 0 is the no-effect control and ±100 the full control effect; mostly tested at two doses, the higher about 12 µM
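Cells expressing the human receptor were seeded at 1500 cells/well, incubated overnight at 37 degrees C in 5% CO2, then exposed to library compounds with dopamine controls for 90 minutes at 37 degrees C before luminescent detection.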
PTHR1 ag: qHTS for PTHR1 Agonists: Primary Screen. AID 743266, 2014. Parathyroid hormone/parathyroid hormone-related peptide receptor (Homo sapiens), Q03431. Potency, µM (series often up to 115 µM), for inactives: top-dose activation, most hits filed as activators. 0.075% of 410,000 active. HEK293 GP2 PTHR1 cells, GloSensor cAMP luminescence, 1 h; further: potency means the concentration at half of the fitted maximal effect; nearly all actives have a fitted effect of over 55% in size; some results filed as inactive show a strong effect at the top dose; inactives centre near -15; many of its hits are not listed in these tables
Target sequence (Q03431 whole entry, looked up): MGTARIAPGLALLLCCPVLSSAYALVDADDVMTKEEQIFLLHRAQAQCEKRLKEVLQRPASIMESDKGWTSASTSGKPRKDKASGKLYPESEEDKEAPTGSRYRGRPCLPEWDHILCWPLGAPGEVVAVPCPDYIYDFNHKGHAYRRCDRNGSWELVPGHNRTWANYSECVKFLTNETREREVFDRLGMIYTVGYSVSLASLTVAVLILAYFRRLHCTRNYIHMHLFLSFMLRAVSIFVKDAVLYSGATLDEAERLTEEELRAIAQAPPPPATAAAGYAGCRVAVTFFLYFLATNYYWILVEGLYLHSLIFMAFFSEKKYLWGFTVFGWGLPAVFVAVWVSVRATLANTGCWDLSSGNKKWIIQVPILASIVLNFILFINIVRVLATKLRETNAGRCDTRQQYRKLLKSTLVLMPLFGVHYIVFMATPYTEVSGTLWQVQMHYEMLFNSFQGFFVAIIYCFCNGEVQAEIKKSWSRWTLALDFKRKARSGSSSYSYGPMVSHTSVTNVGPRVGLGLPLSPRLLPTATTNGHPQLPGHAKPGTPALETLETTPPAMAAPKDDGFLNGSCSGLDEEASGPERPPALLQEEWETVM
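HEK-293-derived GP2 cells expressing PTHR1 and a GloSensor cAMP reporter, 3,000/well, plated overnight, given luciferin plus IBMX (each 0.5 mM as added) for 1 h at 37 °C, then compound for 1 h at 37 °C. Luminescence was read after 15 min at room temperature.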
KB-V1 cytotox: qHTS assay for MDR1-selective chemotherapeutics: Primary screen using the drug-selected MDR subline cells KB-V1; KB-V1 MDR cells viability, CellTiter-Glo, 72 h; Potency, µM (doses to about 46.1 µM), inactives show at the top dose activity change, negative = cytotoxicity, most hits filed as cytotoxic; 3.4% of 400,000 active; further: potency means the concentration at half of the fitted maximal effect; on the % scale 0 is the no-effect control and ±100 the full control effect; nearly all actives have a fitted effect of over 60% in size
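Following 72 h at 37 degrees C with compound, KB-V1 cell viability was read by CellTiter-Glo luminescence, medium being phenol-red-free DMEM plus 10% FBS; concentration-response parameters came from normalized, curve-fitted qHTS data.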
Starred values were filed as active, the others as inactive; i = inactive; ? = inconclusive; · = no result given; ! = not confirmed by another sample; [ ] = another dose, or the depositor's remark. Unless noted, the call rests on the fitted dose curve; in most records, active means well fitted curve in the direction sought with a large enough effect; inconclusive means small, poorly fitted or top-dose-only effect, or another doubt; inactive means no such curve, though single readings can be large; an effect the other way counts as inactive or inconclusive.

(1) O=C1c2ccccc2C(=O)C1c1ccc2ccccc2n1
(2) COc1ccc(-n2nc(C(=O)NCC(=O)NCCCN3CCN(C)CC3)c3ccccc3c2=O)cc1
(3) CCOC(=O)CC(=O)CSc1nc(C)cc(-c2cccnc2)c1C#N
(4) O=C1CCC2=C(CCCC2=O)N1
(5) CC(=O)Nc1cccc(NC(=O)COc2ccc3c(c2)CCC3)c1
(6) COc1ccc(CC(=O)Nc2c(C(=O)Nc3ccc(F)cc3)oc3ccccc23)cc1OC
Compound,1,2,3,4,5,6
DRD3 agonist,1,2,2,4,5,1
aSyn yeast inh,?,2%,16%,-7%,1%[1.84 µM],·
GLP1R inv ag,?,2%,53%[activator],29%[7.66 µM],-11%,27%
GLP-1R agonist,-19%,1%,8%,-1%,21%,0%
GLP1R cytotox,-13%,0%,2%,-5%[7.66 µM],-2%,4%
TDP43 rescue,?,5%,-13%,-16%,?,20%
D3 antag,29,6,-26,2,-1,·
PTHR1 ag,-56%[inhibitor][57.5 µM],-7%,-9%[57.5 µM],-15%,-48%[inhibitor],i
KB-V1 cytotox,2.6µM*!,-3%,-3%,3%,-10%,-4%

(7) CCc1ccccc1N1C(=O)c2cccc3c(N4CCOCC4)c([N+](=O)[O-])cc(c23)C1=O
(8) O=C(c1ccccc1NS(=O)(=O)c1ccc(F)cc1F)N1CCCCC1
(9) Fc1cc2[nH]c(=S)[nH]c2c(Br)c1N1CCSCC1
(10) Cc1cccc(/N=C/c2sc3ccccc3c2O)n1
(11) CCCOC1CCCN(C(=O)CCc2nnc(Cc3cccc(C)c3)o2)C1 (stereo not drawn)
(12) CC(=O)Nc1ccc(OC(F)(F)C(F)C(F)(F)F)c(NC(C)=O)c1 (stereo not drawn)
Compound,7,8,9,10,11,12
DRD3 agonist,-43,14,-20,4,1,0
aSyn yeast inh,-2%,6%,3%,-13%,3%,-4%
GLP1R inv ag,0%,?,74%[activator],17%,-12%,0%
GLP-1R agonist,-3%,-2%,9%,4%,11%,-17%
GLP1R cytotox,-3%,0%,2%,5%,-8%,7%
TDP43 rescue,-7%,0%,-22%,5%,3%[9.22 µM],0%
D3 antag,-15,4,-19,-21,-1,-16
PTHR1 ag,i,-3%,-10%,-71%[inhibitor],-1%,i
KB-V1 cytotox,-9%,-2%,?,0%,-9%,-3%

(13) Cc1c(C(=O)N2CCCCC2)c(S(=O)(=O)N(C)Cc2ccccc2)c(C)n1C
(14) COc1ccc(-c2nc(CS(=O)CC(=O)NCc3cccnc3)c(C)o2)cc1 (stereo not drawn)
(15) Cc1nn(Cc2ccc(C(=O)NN)o2)c(C)c1Cl
(16) CC(C)C(=O)Nc1ccc2c(c1)nc(CCN1CCN(C)CC1)n2C
(17) CC(=O)C1C(=O)C=C(c2ccco2)CC1c1ccccc1 (stereo not drawn)
(18) Cc1ccn(S(=O)(=O)c2ccc(N3CCCC3=O)cc2)n1
Compound,13,14,15,16,17,18
DRD3 agonist,-2,2,1,2,1,4
aSyn yeast inh,-4%,1%,-9%,-3%,0%,4%
GLP1R inv ag,13%,8%,-21%,9%,?,15%
GLP-1R agonist,-2%,1%,-1%,-17%,1%,3%
GLP1R cytotox,-6%,1%,7%,5%,47%[activator],-3%
TDP43 rescue,-11%,?,6%,-20%,-1%,-13%
D3 antag,-7,4,-6,25,-1,5
PTHR1 ag,i,i,5%,18%[57.5 µM],-16%,i
KB-V1 cytotox,8%,-1%,-5%,3%,-17%,4%

Sorted by SMILES length (smallest number first): five of the compounds above.
(15) Cc1nn(Cc2ccc(C(=O)NN)o2)c(C)c1Cl
(17) CC(=O)C1C(=O)C=C(c2ccco2)CC1c1ccccc1 (stereo not drawn)
(16) CC(C)C(=O)Nc1ccc2c(c1)nc(CCN1CCN(C)CC1)n2C
(14) COc1ccc(-c2nc(CS(=O)CC(=O)NCc3cccnc3)c(C)o2)cc1 (stereo not drawn)
(13) Cc1c(C(=O)N2CCCCC2)c(S(=O)(=O)N(C)Cc2ccccc2)c(C)n1C
Compound,15,17,16,14,13
DRD3 agonist,1,1,2,2,-2
aSyn yeast inh,-9%,0%,-3%,1%,-4%
GLP1R inv ag,-21%,?,9%,8%,13%
GLP-1R agonist,-1%,1%,-17%,1%,-2%
GLP1R cytotox,7%,47%[activator],5%,1%,-6%
TDP43 rescue,6%,-1%,-20%,?,-11%
D3 antag,-6,-1,25,4,-7
PTHR1 ag,5%,-16%,18%[57.5 µM],i,i
KB-V1 cytotox,-5%,-17%,3%,-1%,8%

Other results.
(19) CCOc1ccc(-c2nc(CSCC(=O)NCCCN3CCCC3=O)c(C)o2)cc1
(20) Cc1ccc(NC(=O)c2cnc(SCC(=O)N3CCCc4ccccc43)n(C)c2=O)cc1
(21) Cc1ccc(N(C(=O)CNC(=O)c2ccco2)C(C(=O)NCC2CCCO2)c2ccccc2)cc1 (stereo not drawn)
(22) COc1ccc(NC(=O)CC2C(=O)N(C)C(=S)N2Cc2ccco2)cc1 (stereo not drawn)
(23) Cc1ccc(NC(=O)C2CCN(S(=O)(=O)c3c(C)n[nH]c3C)CC2)c(C)c1
(24) Cc1cccc(C)c1NC(=O)CN1C(=O)S/C(=C\c2cccn2C)C1=O
Compound,19,20,21,22,23,24
DRD3 agonist,2,-3,2,-7,-12,3
aSyn yeast inh,1%,·,1%,0%,-8%,-15%
GLP1R inv ag,-11%,-8%,-6%,-8%,21%,27%
GLP-1R agonist,3%,·,-7%,-6%,-2%,-1%
GLP1R cytotox,-1%,9%,-9%,-19%,2%,5%
TDP43 rescue,-10%,0%,8%,-13%,6%,-12%
D3 antag,-7,·,18,-28,14,-1
PTHR1 ag,i,i,i,i,0%,i
KB-V1 cytotox,0%,·,11%,0%,3%,8%

(25) NC(=S)N=Nc1c(O)[nH]c2cc(F)c(F)cc12
(26) CCOC(=O)Cc1csc(NC(=O)COc2ccc(C)c(C)c2)n1
(27) O=C(Cc1ccc(-c2ccccc2)cc1)Nc1ccccn1
(28) c1ccc2cc3c(NCCN4CCOCC4)ccnc3cc2c1
(29) CC(=O)CCc1ccc(OCC(O)CNCCOc2ccc(C)cc2)cc1 (stereo not drawn)
(30) COc1cc(-c2c(NC(=O)c3ccco3)oc3ccc(Cl)cc3c2=O)cc(OC)c1OC
Compound,25,26,27,28,29,30
DRD3 agonist,-7,-5,17,-5,51*,5
aSyn yeast inh,25%,-9%,-7%,0%,-1%,-4%
GLP1R inv ag,11%,-11%,-21%,10µM*,?,12%
GLP-1R agonist,0%,-1%,10%,-6%,0%,-2%
GLP1R cytotox,?,8%,1%,60%[activator],4%,2%
TDP43 rescue,0%,?,14µM*,11%,0%,6%
D3 antag,?,4,-10,-28,-25,-6
PTHR1 ag,i,-4%,-21%,-19%,i,i
KB-V1 cytotox,?,?,?,?,?,-23%

(31) O=C(CCc1nnc(CCc2ccccc2)o1)N1CCCC1c1nccs1 (stereo not drawn)
(32) COc1ccc(C2CC(c3cccs3)=NN2C(=O)CSc2nc3c(cnn3-c3ccccc3)c(=O)[nH]2)cc1 (stereo not drawn)
(33) CN(C(=O)c1cc2nc(-c3ccco3)cc(C(F)(F)F)n2n1)c1ccc(OC(F)(F)Cl)cc1
(34) COc1ccc(OCCSc2nnc(CC(=O)Nc3cccc(Cl)c3Cl)n2C)cc1
(35) Nc1nc2c(ccc3ccccc32)s1
(36) CC(C)Oc1ccc(CNC(=O)C(C)n2ccc3cc(S(=O)(=O)N4CCCCCC4)ccc32)cc1 (stereo not drawn)
(37) O=C(C1=C[C@@H](C2CCCCC2)C[C@@H](OCCCCO)O1)N1CCN(Cc2ccccc2)CC1
(38) Cc1oc2c(cc(NS(=O)(=O)c3ccc(C(C)C)cc3)c3ccccc32)c1C(=O)OCc1ccccc1
Compound,31,32,33,34,35,36,37,38
DRD3 agonist,5,-1,-6,10,3,8,-8,8
aSyn yeast inh,-2%,-10%,-1%,4%,-37%[inhibitor],·,-4%,·
GLP1R inv ag,14%,-4%,9%,-15%,6%,?,?,7%
GLP-1R agonist,-2%,8%,4%,2%,-7%,·,7%,·
GLP1R cytotox,0%,1%,8%,-23%,17%,-4%,1%,3%
TDP43 rescue,-2%,3%,16%,-4%,-22%,16%,-12%,3%
D3 antag,-3,-18,·,-28,0,·,0,·
PTHR1 ag,i,-23%,i,-21%,-4%,i,-18%,14%
KB-V1 cytotox,-9%,-12%,-21%,?,14%,0%,-2%,·

Not all compounds are listed (hit frequency here may not be typical).
